CBFb RUNX1 block: qHTS Assay for Compounds Blocking the Interaction Between CBF-beta and RUNX1 for the Treatment of Acute Myeloid Leukemia | Runt-related transcription factor 1 (Homo sapiens) + Core-binding factor subunit beta … | AlphaScreen CBFb-His/RUNX1-biotin binding, biochemical | Potency, µM (series often up to 59.8 µM), without a hit: at the top dose activity, negative = inhibition, actives largely listed as inhibitors | 230,000 tested, under 10 active | AID 1477, 2009; note: % of control where 0% means no effect
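Room-temperature protein-protein interaction test with 30 nM each of His-tagged CBF-beta and biotinylated RUNX1, 15 min with compound, then 90 min with nickel plus streptavidin beads. Signal read in AlphaScreen mode.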
IMPase Li inh: qHTS Assay for Identifying the Cell-Membrane Permeable IMPase Inhibitors: Potentiation with Lithium | CHO-M1 cells, IP1 TR-FRET (IP-One), carbachol + lithium | Potency, µM (highest dose often 59.4 µM), for the others: top-dose activity, negative = IMPase inhibition, actives largely listed as inhibitors | 210,000 compounds, 0.35% hits | AID 1457, 2008;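 note: IP1 builds up when IMPase is blocked and the TR-FRET signal falls; potency is the fitted concentration of half-maximal effect; plate controls were basal vehicle for no effect and high inhibitor control for full effect; nearly all actives have a fitted effect of over 50% in size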
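IP1 accumulation measured by competitive TR-FRET in lysed CHO-M1 cells after 30 min compound exposure at 37C, with a small lithium addition to potentiate weak responses. Hill-equation AC50 from ratio and donor-channel data.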
NPSR antagonist: qHTS Assay for Antagonists of the Neuropeptide S Receptor: cAMP Signal Transduction; 220,000 compounds, 1% hits; Potency, µM (series often up to 38.3 µM), for inactives: top-dose activity change, negative = inhibition, usual class: inhibitors; CHO-NPSR cells, cAMP TR-FRET, antagonist mode; Q6W5P4; note: potency is the fitted concentration of half-maximal effect; % is set by controls: 0 for no effect and ±100 for the full control effect; nearly all actives have a fitted effect of over 50% in size; many of its hits are not listed in these tables
HttQ103 aggreg: qHTS Multiplex Assay to Identify Dual Action Probes in a Cell Model of Huntington: Aggregate Formation (GFP); AID 1688, 2009; Potency, µM (top dose mostly 46.1 µM), for inactives: top-dose activity change, negative = inhibition, hits mostly inhibitors; PC12 HttQ103-GFP aggregates, Acumen cytometry, 40 h; 220,000 compounds, 1.1% hits; note: potency is the fitted concentration of half-maximal effect; % is set by controls: 0 for no effect and ±100 for the full control effect; nearly all actives have a fitted effect of over 60% in size
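Steps: seed 1500 PC12 HTTQ103-GFP cells/well; add tebufenozide, 100 nM final; add compound titration; add ATPLite reagent; quantify GFP aggregates by laser scanning cytometry.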
Epigenetic reg: Quantitative High-Throughput Screen for Regulators of Epigenetic Control. murine LDR cells, GFP reporter derepression, 30 h. Potency, µM (series often up to 53.9 µM), for the others: top-dose GFP activation, usual class: activators. 280,000 compounds, 0.2% hits. AID 1865, 2009; note: potency is the fitted concentration of half-maximal effect; % of control where 0% means no effect; nearly all actives have a fitted effect of over 60% in size
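Derepression of a silenced CMV-GFP reporter in murine LDR cells is scored by enumerating GFP-positive cells with a laser-scanning microplate cytometer after 30 hours of treatment at 37 C.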
L3MBTL1 inh: qHTS Assay for the Inhibitors of L3MBTL1 | Potency, µM (titrated, usually from 57.1 µM), inactives show at the top dose activity, negative = inhibition, actives largely listed as inhibitors | 230,000 compounds, 0.66% hits | AID 485360, 2010 | Lethal(3)malignant brain tumor-like protein 1 (Homo sapiens), Q9Y468 | AlphaScreen L3MBTL1–H3K9me1 peptide binding; note: potency is the fitted concentration of half-maximal effect; % is set by controls: 0 for no effect and ±100 for the full control effect; nearly all actives have a fitted effect of over 60% in size
Target sequence (Q9Y468 whole entry, looked up): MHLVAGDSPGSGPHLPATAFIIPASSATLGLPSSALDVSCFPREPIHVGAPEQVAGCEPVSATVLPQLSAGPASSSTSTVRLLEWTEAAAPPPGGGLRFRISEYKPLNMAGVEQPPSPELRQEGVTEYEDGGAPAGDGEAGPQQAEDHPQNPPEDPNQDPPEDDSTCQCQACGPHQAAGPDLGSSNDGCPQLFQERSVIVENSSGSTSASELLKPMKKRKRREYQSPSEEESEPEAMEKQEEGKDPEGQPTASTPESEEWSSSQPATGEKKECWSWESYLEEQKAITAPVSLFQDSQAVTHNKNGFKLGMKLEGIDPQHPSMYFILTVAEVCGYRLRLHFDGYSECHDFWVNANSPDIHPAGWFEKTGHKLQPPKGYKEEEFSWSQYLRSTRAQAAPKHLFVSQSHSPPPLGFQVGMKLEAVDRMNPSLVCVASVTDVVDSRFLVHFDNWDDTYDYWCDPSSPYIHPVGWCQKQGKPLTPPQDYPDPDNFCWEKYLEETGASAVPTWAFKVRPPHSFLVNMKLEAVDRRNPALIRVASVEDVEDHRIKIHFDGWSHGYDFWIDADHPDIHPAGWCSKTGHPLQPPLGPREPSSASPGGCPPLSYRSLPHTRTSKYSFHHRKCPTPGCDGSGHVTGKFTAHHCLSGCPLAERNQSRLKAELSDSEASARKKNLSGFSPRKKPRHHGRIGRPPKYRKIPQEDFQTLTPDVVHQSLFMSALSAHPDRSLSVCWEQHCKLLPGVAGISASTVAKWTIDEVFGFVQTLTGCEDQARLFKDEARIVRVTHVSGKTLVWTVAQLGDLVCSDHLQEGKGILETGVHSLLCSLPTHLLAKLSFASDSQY
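AlphaScreen proximity signal between nickel-chelate acceptor and streptavidin donor beads (final 10 ug/mL) reports binding of 50 nM L3MBTL1 to 75 nM biotin-H3 K9me1 peptide; complex incubated with compounds 30 min at room temperature; cefsulodin titration as control.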
Luc counter: Counterscreen for Luciferase (Kinase-Glo TM) Inhibition; Luciferin 4-monooxygenase (Photuris pensylvanica), Q27757; Kinase-Glo luciferase, ATP luminescence, 8 min; Potency, µM (series often up to 38.3 µM), for inactives: top-dose activity change, negative = inhibition, actives largely listed as inhibitors; 200,000 compounds, 0.28% hits; AID 1379, 2008; note: potency is the fitted concentration of half-maximal effect; % is set by controls: 0 for no effect and ±100 for the full control effect; nearly all actives have a fitted effect of over 60% in size
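Luminescence was the read-out, taken after 8-minute incubation at ambient temperature. Luciferase turned over luciferin with 10 uM ATP in imidazole pH 7.2 buffer containing KCl, MgCl2, Tween 20 and BSA.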
An asterisk follows results filed as active; ? = inconclusive; / = no result given; & = joins results of further samples; [ ] = remark or other dose. Calls come from the whole dose curve; as a rule, active = well fitted curve in the direction sought with a large enough effect; inconclusive = small, poorly fitted or top-dose-only effect, or another doubt; inactive = no such curve, though single readings can be large; an effect the other way counts as inactive or inconclusive. An excerpt; count on the stated rates, not on these rows.

SMILES | CBFb RUNX1 block | IMPase Li inh | NPSR antagonist | HttQ103 aggreg | Epigenetic reg | L3MBTL1 inh | Luc counter
COc1ccc(OC)c(/C=N/NC(=O)c2ccc(Cn3cc([N+](=O)[O-])cn3)o2)c1 | -2.2% | 10.2% | -13.4% | -10.2% | 1.1% | 1.4% | 8.7%
COc1cccc(N2CCN(C(=O)c3[nH]c(C)c(C(C)=O)c3C)CC2)c1 | -1.5% | 3.8%[38.3 µM] | -1.4%[46.1 µM] | -0.8% | -0.1% | -9.3% | 7.2%
Cc1ccc(NC(=O)CSc2n[nH]c(C)c2[N+](=O)[O-])cc1C | 0.9% | 6.4% | 8.5% | 1.8% | -1.1% | 8.2% | -0.6%
Cc1cc(OCC(=O)Nc2nnc(C3CC3)s2)ccc1[N+](=O)[O-] | 2.9% | -10.0% | 20.9% | 12.0% | ? | / | 1.2%
CCOC(=O)Cn1c(=NC(=O)c2sc3ccccc3c2Cl)sc2cc(S(N)(=O)=O)ccc21 | -6.3% | -27.1% | -1.5% | 8.8% | 5.0% | 9.0% | 1.7%
CCN(CC)c1ccc(C=O)c(OC)c1 | 0.8% | 1.1% | 11.7% | -7.7%[9.22 µM] | 0.0% | 50.7%[activator] | 2.3%
COc1cc(C2C(C#N)=C(N)N(c3cccnc3)C3=C2C(=O)CCC3)ccc1O (configuration not stated) | -4.9% | -0.6%[38.3 µM] | -11.8%[46.1 µM] | 24.8% | -0.3% | / | -4.8%
CCOC(=O)c1oc2ccccc2c1NC(=O)COC | 10.2% | 16.2%[38.3 µM] | -13.6%[46.1 µM] | -8.6% | -3.2% | 3.2% | 3.3%
COc1cccc(OC)c1C(=O)O/N=C(\N)c1ccncc1 | 2.8% | / | ? | 4.0%[9.22 µM] | -0.7% | 12.7% | /
O=C1CCCN1Cc1ncnn1-c1ccccc1 | 0.8% | -1.6% | 11.0%[46.1 µM] | -12.9% | 0.0% | 1.5% | 0.4%
CC(OC(=O)c1cc2sccc2n1C)C(=O)NCc1ccc2c(c1)OCO2 (configuration not stated) | 11.9% | -16.5%[38.3 µM] | -13.9%[46.1 µM] | 12.0% | -1.7% | -2.1% | -3.3%
CNC(=S)N1N=C(c2ccc(C)cc2)CC1c1ccc(OC)cc1 (configuration not stated) | -8.2% | 4.1%[38.3 µM] | -15.7%[46.1 µM] | -18.7% | -0.9% | -7.7% | 0.6%
COc1ccc(C2Nc3ccc(Br)cc3C(c3ccccc3)N2CC(=O)O)cc1 (configuration not stated) | 3.0% | -0.5% | -13.4% | -19.6% | -0.1% | / | -2.2%
COc1cc(C(=O)c2ccccc2Cl)c([N+](=O)[O-])cc1OC | -21.9% | 1.9% | -4.1% | 6.8% | 1.7% | -20.1% | 0.7%
COc1ccccc1-n1c(-c2cn(C)nc2C)n[nH]c1=S | 2.3% | -1.9% | 5.4% | 2.4% | -1.8% | -4.6% | 4.8%
CN1CCOC(=O)/C1=N/Nc1cc(Cl)ccc1Cl | -0.4% | 6.2% | -18.7% | 13.4% | 2.4% | / | /
Cc1cccc(NC(=O)Cn2c(/C=C/c3ccccc3)nc3ccccc32)c1 | 3.0% | / | -16.1%[46.1 µM] | 23.7% | 10.5% | 7.5% | /
CC(Cc1ccccc1)N/C=C1\CC(=O)NC1=O (configuration not stated) | -3.4% | -0.9%[38.3 µM] | -11.9%[46.1 µM] | 20.9% | -1.4% | -1.7% | -9.9%
Cc1ccccc1C(=O)NNC(=O)CSc1nnc(-c2ccncc2)n1-c1ccccc1 | -5.7% | -2.4% | 13.9% | 27.2% | 0.0% | 4.1% | 0.9%
CCC(C)n1cnc2c(c1=O)c1nc3ccccc3nc1n2Cc1ccc2c(c1)OCO2 (configuration not stated) | 6.9% | -16.1%[38.3 µM] | ? | -29.6% | 4.3% | 0.4% | -2.1%
CCn1cc(Br)c(C(=O)N2CCN(c3ccccc3)CC2)n1 | 7.3% | -5.3%[38.3 µM] | 2.3%[46.1 µM] | -0.6% | -1.8% | / | 2.4%
O=C1CC(c2ccc(Cl)cc2)CC(O)=C1C=NCc1ccc(Cl)c(Cl)c1 (configuration not stated) | 6.7% | 15.3%[38.3 µM] | ? | -6.5% | 10.2% | / | -4.3%
CCOC(=O)c1c(C)c(C(=O)NCCN2CCOCC2)c(C)n1CC | 6.9% | -16.7%[38.3 µM] | -11.6%[46.1 µM] | 3.2% | -1.5% | -5.2% | -4.1%
CCOCc1nnc(NC(=O)CSc2ccccc2)s1 | 4.5% | 12.4%[38.3 µM] | 0.2%[46.1 µM] | -11.5% | -1.1% | 9.6% | -2.0%
O=C1C=C(Nc2cccc(O)c2)CC(c2ccco2)C1 (configuration not stated) | -5.7% | 3.1% | 1.3%[46.1 µM] | -15.9% | -1.0% | -12.4% | 0.1%
COc1cc2c(cc1OC)C1C(=O)c3c(cc4c(c3O)C=CC(C)(C)O4)OC1CO2 (configuration not stated) | / | 12.3% | / | / | 1.0% | / | -1.7%
C=CCOc1ccc(/C=C/C(=O)Nc2ccc(C(=O)NC)cc2)cc1 | -22.8% | -3.9% | 0.5% | 20.9% | 1.1% | 5.0% | 3.8%
Cn1cc(CN2CCCCC2c2ccccn2)c(-c2ccc3c(c2)OCCO3)n1 (configuration not stated) | 6.4% | 7.3% | 5.2% | 3.9%[9.22 µM] | 3.8% | -7.6% | -10.0%
CCOC(=O)C1CCN(c2c(NCc3ccc(C(=O)Nc4ccc(C)cc4)cc3)c(=O)c2=O)CC1 | 6.0% | / | 2.7% | 15.1%[9.22 µM] | 1.9% | 2.5% | /
Cc1cc(CN(C)C(=O)CC2C(=O)NCCN2CC(c2ccccc2)c2ccccc2)on1 (configuration not stated) | 3.0% | -1.1% | 2.6% | -9.6%[9.22 µM] | 1.0% | 7.8% | -1.8%
O=C(CN1CCN(S(=O)(=O)c2ccccc2[N+](=O)[O-])CC1)NC(=O)NCc1ccco1 | -11.3% | 1.8% | 1.6% | 4.8% | -2.6% | -17.8% | -2.2%
CCCCOc1ccc(Cc2c(COCC)[nH]c(=S)[nH]c2=O)cc1 | 0.6% | 3.7% | 20.9% | 3.3%[9.22 µM] | 3.0% | 1.5% | -0.3%
O=C(CN(Cc1cccs1)C(=O)CSc1nnc(COc2ccccc2)o1)NC1CCCCC1 | 2.1% | 7.9% | -15.9%[46.1 µM] | 26.3% | -0.8% | 9.5% | -1.4%
COc1cccc(NS(=O)(=O)c2ccc3[nH]cc(C(=O)NCCN4CCOCC4)c(=O)c3c2)c1 | 1.5% | -11.4%[38.3 µM] | -13.1%[46.1 µM] | -6.5% | -2.9% | 0.6% | 4.3%
CCC(C)S(=O)(=O)c1snnc1C (configuration not stated) | 2.7% | 10.5%[38.3 µM] | -3.7%[46.1 µM] | 4.7% | 1.7% | / | -0.8%
Cc1nn(-c2ccccc2)c(-c2ccccc2)c1C(=O)O | 0.2% | -1.5%[38.3 µM] | 3.1%[46.1 µM] | -2.1% | 0.0% | 3.5% | -4.5%
CCOC(=O)C(C(=O)OCC)C(C)(C)/C(C)=N\Nc1ccc([N+](=O)[O-])cc1[N+](=O)[O-] | -3.0% | 13.2% | -26.5% | 8.2% | 0.0% | ? | 1.7%
c1ccc(C2[C@H]3CN(Cc4cccnc4)[C@H](c4ccccc4)C34CC2(c2ccccc2)C4)cc1 (some centres not stated) | 15.2%&-0.9% | 11.2% | -54.6% | 0.0%[9.22 µM] | 5.1%&11.3% | / | -3.8%
C[N+](C)(C)C(Cc1c[nH]c2ccccc12)C(=O)[O-] (configuration not stated) | 6.2% | / | 12.4% | -8.3%[9.22 µM] | 2.3% | / | /
O=C(/C=C/c1ccco1)NCc1ccc(F)cc1 | -13.9% | -3.1% | -4.1% | 8.0% | 0.0% | / | 2.3%
Nn1c(SCC(=O)NC2CCCCC2)nnc1-c1ccc(Cl)cc1 | 16.4% | 3.4% | 16.3%[46.1 µM] | 15.3% | -4.9% | -2.8% | -1.1%
COc1ccc(N2CCN(C(C)C(=O)N3CC(C)OC(C)C3)CC2)cc1 (configuration not stated) | -2.7% | 3.4% | 18.0% | 28.8% | -1.3% | / | /
O=C1C(=Cc2cccn2-c2ccccc2)C(=O)c2ccccc21 | -9.7% | -5.9% | -4.6% | -11.0% | 11.2µM* | -2.3% | -4.6%
O=S(=O)(c1ccc2oc(=S)[nH]c2c1)N1CCCCC1 | 4.2% | / | 6.1% | -3.5%[9.22 µM] | 0.5% | 9.3% | /
O=C(/C=C/c1cccc([N+](=O)[O-])c1)NC1CC2CCC1C2 (configuration not stated) | 3.2% | 5.3% | -23.5% | 6.7% | -0.9% | 3.5% | 4.6%
CCCCc1ccc(-c2ccc(C)cc2O)nc1 | 14.0% | -8.1%[38.3 µM] | -9.1%[46.1 µM] | -29.4% | 0.0% | 30.0% | 11.7%
CCCCNc1nc(N)ncc1[N+](=O)[O-] | 8.1% | / | -1.4% | -14.0%[9.22 µM] | 0.0% | 46.3%[activator] | /
Cc1c(NC(=O)CSc2nnnn2Cc2ccccc2)c(=O)n(-c2ccccc2)n1C | 11.1% | -3.3%[38.3 µM] | 17.8%[46.1 µM] | -3.4% | -1.3% | -1.3% | -2.7%
COC(=O)[C@H](CC(C)C)NC(=O)Nc1ccc(F)cc1 | -1.2% | / | -23.6% | -2.5%[9.22 µM] | -0.3% | 9.5% | /
CC(C)C(=O)Nc1ccc(NC(=O)c2cccnc2)cn1 | -0.9% | -17.0%[38.3 µM] | 3.4%[46.1 µM] | -3.4% | -0.9% | -8.8% | -1.3%
CN1/C(=C\C(=S)NC(=O)c2ccccc2Cl)C(C)(C)c2ccccc21 | / | 8.4% | -31.4% | -17.1% | -1.8% | ? | 3.8%
COc1ccccc1CNC(=O)CSCc1cnn(-c2ccccc2)c1-n1cccc1 | -9.6% | 47.0%[activator][38.3 µM] | -24.8%[46.1 µM] | 11.8%[9.22 µM] | 1.8% | / | 1.5%
Cc1cc(C(=O)N/N=C/c2ccc[nH]2)n[nH]1 | 0.4% | / | -3.0%[46.1 µM] | -12.6% | 1.0% | 5.9% | /

Compound activity as filed in PubChem.
